FN deposition inh = inhibitors of fibronectin matrix deposition, primary screen, AH1F cells, Alexa488-fibronectin fluorescence, plate reader | AH1F fibroblasts, overnight | inhibition, % at 12.6 µM | 350,000 compounds, 0.086% hits | AID 743247, 2014;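 active = mean inhibition across replicates of 30% or more, regardless of how many single replicates reach that level; inconclusive = mean under 30% yet at least half of replicates reach 30%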;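 note: positive control wells lacked labelled fibronectin entirely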
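Material: AH1F fibroblasts assembling fluorescent fibronectin matrix; amount: 10000 AH1F cells/well; medium: DMEM, 2% serum; reagent: Alexa488-fibronectin, 24 nM final in well; dosing: single compound dose, delivered by pin transfer; incubation: 1 h adhesion, overnight exposure; detection: fluorescence after three HBSS washes, excitation 485 nm, emission 525 nm; measure: fibronectin deposition inhibition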
PGC1a acetyl inh = inhibitors of PGC1a acetylation signal, primary screen, cell-based, U2OS, AlphaScreen, inhibitor mode; AlphaScreen anti-acetyl-lysine; with virally co-expressed GCN5 acetyltransferase; inhibition, % at 15.6 µM; 350,000 compounds, 0.17% hits;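 active = every replicate shows inhibition of at least 40%; inconclusive = mean inhibition at least 40% but some replicate below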;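 note: 0% = neutral control wells and 100% = positive control wells; some results beyond the cut were filed as inactive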
ERAP1 HTS inh = human ERAP1 aminopeptidase inhibitors, primary screen, biochemical, single point, plate reader | inhibition, % at 10.7 µM | 340,000 compounds, 0.15% hits | recombinant ERAP1, Leu-AMC fluorescence, 60 min | Endoplasmic reticulum aminopeptidase 1 (Homo sapiens), Q9NZ08;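 active = mean replicate inhibition of at least 30%, or all replicates individually reaching that 30% level; inactive = mean below 30% and not every replicate reaching it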;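 note: 0% = neutral control wells and 100% = L-leucinethiol positive control wells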
Target sequence (Q9NZ08 whole entry, looked up): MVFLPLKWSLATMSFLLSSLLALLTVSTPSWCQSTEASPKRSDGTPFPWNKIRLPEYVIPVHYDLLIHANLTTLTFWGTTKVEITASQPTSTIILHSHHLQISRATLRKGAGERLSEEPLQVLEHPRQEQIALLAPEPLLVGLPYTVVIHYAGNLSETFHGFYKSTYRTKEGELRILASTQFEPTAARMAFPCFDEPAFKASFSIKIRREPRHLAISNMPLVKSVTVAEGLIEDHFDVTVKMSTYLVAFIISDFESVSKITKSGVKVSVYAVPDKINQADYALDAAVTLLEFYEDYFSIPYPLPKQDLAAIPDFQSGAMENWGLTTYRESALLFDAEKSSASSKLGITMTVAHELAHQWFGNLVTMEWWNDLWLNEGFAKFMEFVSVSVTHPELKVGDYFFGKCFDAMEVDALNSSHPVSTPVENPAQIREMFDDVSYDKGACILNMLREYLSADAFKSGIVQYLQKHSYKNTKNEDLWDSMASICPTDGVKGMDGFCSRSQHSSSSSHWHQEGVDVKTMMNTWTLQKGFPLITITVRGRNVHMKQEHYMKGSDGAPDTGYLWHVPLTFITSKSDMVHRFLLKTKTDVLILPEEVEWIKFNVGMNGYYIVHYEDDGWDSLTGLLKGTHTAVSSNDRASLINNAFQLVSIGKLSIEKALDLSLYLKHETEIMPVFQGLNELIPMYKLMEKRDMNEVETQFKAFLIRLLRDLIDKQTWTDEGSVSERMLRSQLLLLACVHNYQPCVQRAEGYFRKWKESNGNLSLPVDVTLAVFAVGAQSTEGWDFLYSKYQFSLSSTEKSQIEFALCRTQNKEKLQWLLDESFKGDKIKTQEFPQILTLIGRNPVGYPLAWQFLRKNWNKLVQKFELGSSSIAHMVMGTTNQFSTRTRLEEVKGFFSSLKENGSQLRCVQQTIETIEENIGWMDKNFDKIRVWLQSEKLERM
PAX8 reporter = inhibitors of PAX8-driven TPO luciferase reporter, primary screen, RMG-I cells, single concentration; SteadyGlo, 24 h; inhibition, % at 12.6 µM; 360,000 compounds, 1.2% hits;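 active = mean replicate inhibition at least 60% with every replicate also reaching 60%; inconclusive = only one of the two criteria is met; inactive = mean below 60% and not all replicates reaching 60%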;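 note: luciferase light reporting Pax8 driven TPO promoter activity; plate controls were median of neutral control wells for no effect and mitoxantrone controls for full effect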
LGR2 antag = inhibitors of bursicon-induced LGR2 CRE-luciferase signal, primary screen, cell-based, HEK293, CRE-luciferase reporter, bursicon stimulation; 380,000 compounds, 0.35% hits; AID 720647, 2013; bursicon-stimulated, 4 h; inhibition, % at 9.99 µM; Drosophila bursicon receptor LGR2 (rickets);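 active = drop in luminescence signal, shown as inhibition above about 50% in the replicate tests, limit read from the data, passing the limit was not always enough; inconclusive = probably only some replicates passing the limit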;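 note: agonist challenge used bursicon conditioned medium at about half maximal strength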
EWS-Fli block = EWS/Fli-driven NR0B1 reporter inhibitors, primary screen, A673 cells, NR0B1 luciferase, luminescence, MLPCN library; viability-normalised; inhibition, % at 12.6 µM; 350,000 compounds, 0.67% hits; AID 651661, 2012;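 active = mean inhibition of at least 50% after viability correction, with every replicate also passing that limit; inconclusive = mean reaches 50% but only one of two replicates passes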;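 note: firefly luciferase signal divided by Alamar Blue viability fluorescence both relative to DMSO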
PglD DTNB = C. jejuni PglD acetyltransferase inhibitors, primary screen, biochemical, DTNB colorimetric, single point | inhibition, % at 12.5 µM | 360,000 compounds, 0.098% hits | UDP-N-acetylbacillosamine N-acetyltransferase PglD (Campylobacter jejuni) | purified PglD enzyme, DTNB colorimetric CoA detection; in the data active = inhibition above about 16%, passing the limit was not always enough; inconclusive = no clear call, values can overlap the other calls; note: strong numbers were not always called active
S100A4 inh HTS = inhibitors of S100A4-myosin IIA peptide binding, primary screen, biochemical, fluorescence polarization, TAMRA-MyoIIA peptide. inhibition, % at 10.7 µM. 360,000 compounds, 0.14% hits;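 active = mean inhibition of at least 70% across replicates, with every replicate also reaching that level; inconclusive = mean inhibition reaches 70% but some replicates fall short; inactive = mean inhibition below 70%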
Target sequence (P26447 whole entry, looked up): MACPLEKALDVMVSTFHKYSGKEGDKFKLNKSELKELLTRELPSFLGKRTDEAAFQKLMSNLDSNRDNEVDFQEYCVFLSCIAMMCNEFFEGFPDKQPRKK
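System – human S100A4 monomer protein, biochemical binding assay · Buffer or medium – Calcium-containing HEPES buffer, pH 7.2 · Timing – 5 min between mix addition and reading · Also added – TAMRA-labelled myosin IIA heavy-chain peptide probe, 5 nM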
Starred values were filed as active, the others as inactive; ? = inconclusive; · = not tested or not shown.

A first look, 2 compounds:
SMILES	FN deposition inh	PGC1a acetyl inh	ERAP1 HTS inh	PAX8 reporter	LGR2 antag	EWS-Fli block	PglD DTNB	S100A4 inh HTS
C[C@H](NC(=O)C[C@H]1CC[C@@H]2[C@H](COC[C@H](O)CN2C(=O)Nc2cccc(F)c2)O1)c1ccccc1	1	1	3	-24	1	-66	0	-46
C[C@@H]1CN([C@H](C)CO)C(=O)c2cc(NC(=O)Cc3ccccc3)ccc2O[C@@H]1CN(C)Cc1ccc(C(=O)Nc2ccccc2N)cc1	·	12	0	·	4	35	1	-5

The whole of this part, from the start:
SMILES	FN deposition inh	PGC1a acetyl inh	ERAP1 HTS inh	PAX8 reporter	LGR2 antag	EWS-Fli block	PglD DTNB	S100A4 inh HTS
C[C@H](NC(=O)C[C@H]1CC[C@@H]2[C@H](COC[C@H](O)CN2C(=O)Nc2cccc(F)c2)O1)c1ccccc1	1	1	3	-24	1	-66	0	-46
C[C@@H]1CN([C@H](C)CO)C(=O)c2cc(NC(=O)Cc3ccccc3)ccc2O[C@@H]1CN(C)Cc1ccc(C(=O)Nc2ccccc2N)cc1	·	12	0	·	4	35	1	-5
CC(=O)N/C(=C/c1ccc2c(c1)OCO2)C(=O)NCC(=O)O	1	5	·	-12	-2	·	-4	·
CCN(CC)S(=O)(=O)c1ccc(NS(=O)(=O)c2ccc(O)c([N+](=O)[O-])c2)cc1	3	·	·	0	-5	·	-7	·
O=C(C[C@H]1CC[C@H]2[C@@H](COC[C@H](O)CN2C(=O)Nc2cccc(F)c2)O1)NCc1ccccc1Cl	-3	-11	0	·	-17	·	-1	-1
CN(C)c1cccc2c1c(NC(=O)Nc1ccc(F)cc1F)nn2C	-14	-1	2	-13	2	11	·	-1
CCOc1ccc(-n2c(Cc3cc(=O)[nH]c(=O)[nH]3)nnc2SC(C)C(=O)OC)cc1 (stereo not given)	-8	-8	·	0	0	-5	-3	2
CC(C)N(Cc1ccccc1)C(=O)COC(=O)c1ccc(S(=O)(=O)N2CCOCC2)cc1	5	-1	0	-16	13	-1	-6	-1
N#Cc1cccc(NC(=O)c2cc(C3CCCCN3C(=O)CCCc3ccccc3)on2)c1 (stereo not given)	8	-11	-4	7	13	7	3	-2
O=C1C=C(NNC(=O)c2cccnc2)CC(c2ccco2)C1 (stereo not given)	-5	·	1	-31	14	-16	·	0
CCN(Cc1ccccc1)C(=O)CN1C(=S)NC(C)(C)CC1C (stereo not given)	4	·	2	44	·	20	·	0
C[C@@H]1CN([C@H](C)CO)C(=O)Cc2cc(NC(=O)Cc3cn(C)c4ccccc34)ccc2O[C@H]1CN(C)Cc1ccc(C(=O)O)cc1	·	2	-1	-18	14	-1	4	33
COc1ccc(C(=O)Nc2ccc3c(c2)C(=O)N(C)[C@H]2CC[C@H](CC(=O)NCC4CC4)O[C@H]2CO3)cc1	-10	·	·	-4	6	-9	6	·
CC(C)(C)OC1NS(=O)(=O)OCC1NCOC(Cl)(Cl)Cl (stereo not given)	-7	-3	-1	-20	3	-6	6	1
C[C@H](CO)N1C[C@H](C)[C@@H](CN(C)C(=O)Nc2ccc(C(F)(F)F)cc2)OCCCC[C@H](C)Oc2ccc(NS(=O)(=O)c3ccc(F)cc3)cc2C1=O	4	3	-2	?	4	-3	-1	-10
COc1ccc(S(=O)(=O)N(CC(=O)N/N=C/c2ccccc2C(=O)O)c2ccccc2OC)cc1	6	10	-2	-1	16	1	-1	1
CC(C)(C)c1ccc(C(=O)CCC(=O)NCc2ccccc2)cc1	10	·	3	-8	-14	3	3	-2
CSCc1c(C(=O)NC2CCCc3ccccc32)oc2ccccc12 (stereo not given)	1	0	·	-1	·	·	-2	·
O=C(Nc1cccc(C(=O)N2CCN(Cc3ccccc3)CC2)c1)c1ccccc1	3	-7	·	20	·	·	-3	·
COc1ccc([C@H]2C[C@H](O)[C@@H](n3cc(-c4ccc(F)cc4)nn3)CN2Cc2cccs2)cc1	9	7	·	?	17	56*	2	-2
COc1cc2c(cc1OC)CN(C(=O)[C@@H]1[C@H]3C(=O)O[C@H](c4ccccc4)[C@H](c4ccccc4)N3[C@H](c3ccc(OCCO)cc3)[C@@]13C(=O)Nc1ccc(C#CCNC(N)=O)cc13)CC2	·	·	2	-7	·	-5	-1	-6
COc1ccc(NC(=O)CN2C(=O)CSc3ncccc32)cc1	-6	17	2	-14	-11	-11	2	-3
C[C@H]1CN([C@@H](C)CO)C(=O)c2cccc(NC(=O)c3nc4ccccc4s3)c2O[C@@H]1CN(C)Cc1ccc2c(c1)OCO2	13	-14	1	·	7	8	·	7
Cc1noc(C)c1NC(=O)NCC[C@@H]1CC[C@@H](NC(=O)c2ccncc2)[C@H](CO)O1	·	-22	0	4	18	6	-2	3
CCC(=O)N(C)C[C@@H]1Oc2cc(C#CCOC)ccc2S(=O)(=O)N([C@H](C)CO)C[C@@H]1C	2	-2	2	·	9	0	-3	13
Nc1cc(-c2ccccc2)nn1Cc1ccccc1	2	2	-1	-41	5	-6	·	-1
CO[C@H]1CN(C)C(=O)c2cc(NS(=O)(=O)c3c(C)noc3C)ccc2OC[C@H](C)NC[C@@H]1C	-21	-1	2	·	12	1	-2	8
CCc1ccc(CN2CCC(n3nccc3NC(=O)c3ccc4c(c3)OCO4)CC2)cc1	5	3	-1	16	5	7	0	1
Cc1ccc(S(=O)(=O)Nc2ccc(C(=O)NCc3ccccn3)cc2)cc1	-5	-1	-3	1	2	·	5	3
O=C1C[C@@H]2c3c(cccc3CN1Cc1ccccc1Cl)C[C@@H](O)[C@H]2O	5	16	-3	26	5	1	-5	-4
COc1cc(OC)cc(C(=O)N[C@H](C(=O)Nc2ccc(F)cc2F)C(C)C)c1	-3	-3	-3	2	2	2	-3	-1
O=C(NCCS(=O)(=O)NCc1ccc(Cl)cc1)c1ccccc1	7	·	-2	-2	-1	-5	1	-8
CCOC(=O)CSC(C)C(=O)Nc1nnc(C(C)C)s1 (stereo not given)	3	6	-1	5	-4	1	2	-2
Cc1ccc(NC(=S)N2CCCC2)cc1C	12	·	1	-17	-14	-18	-1	-14
CCC(=O)N1CCc2cc(S(=O)(=O)CCC(=O)Nc3ccc(F)c(F)c3)ccc21	-13	-3	·	16	·	·	2	·
Cc1cccc(NC(=O)COC(=O)c2ccccn2)c1	2	·	-1	-19	3	-11	1	-7
Cc1cc(C)nc(NC(=O)/C=C/c2ccc3c(c2)OCO3)c1	-5	12	·	-152	-44	·	2	·
O=C(c1cccc(S(=O)(=O)N2CCOCC2)c1)N(Cc1nnc(-c2ccccc2Cl)o1)C1CC1	4	-5	-1	·	7	7	-2	-3
CO[C@H]1CN(C)C(=O)c2ccc(NC(=O)c3cc(C)on3)cc2OC[C@H](C)N(CC2CC2)C[C@@H]1C	-8	-17	2	1	-9	-17	0	-2
C=Cc1ccc(CN2CCCN(Cc3ccc(F)cc3)S2(=O)=O)cc1	-7	1	4	-41	9	9	5	-3
CCOn1c(=O)c(-c2ccc(Cl)cc2)[n+]([O-])c2ccccc21	-3	-7	·	-5	·	·	4	·
CCN(CC)c1ccc(C=Nc2cc(C)cc(C)c2)c(O)c1	-5	·	7	8	-6	-6	·	-10
COC(CNS(=O)(=O)c1ccc(Cl)cc1)c1ccccc1 (stereo not given)	-4	-10	1	3	11	4	2	-1
CCC(=O)N1[C@H](CO)[C@H](c2ccccc2)[C@H]1CNC(=O)CN1CCOCC1	-15	6	0	4	1	-7	0	-2
O=S(=O)(c1ccccc1)N1CC2(C1)[C@H](c1ccccc1)[C@H](CO)N2CC1CCCC1	·	-18	2	47	29	1	·	8
Cc1sc2ncnc(N3CCC(C(=O)Nc4nnc(CC(C)C)s4)CC3)c2c1C	-1	3	-1	-7	3	8	2	-3
Cc1ccccc1NS(=O)(=O)c1ccc2c(c1)NC(=O)CO2	-2	2	2	11	·	-1	·	8
COc1ccccc1OCCNc1cc(N2CCCCC2)ccc1[N+](=O)[O-]	-10	-3	-2	36	-15	12	0	-3
CC1CC(C)CN(S(=O)(=O)c2ccc(C(=O)N3CC(C)OC(C)C3)cc2)C1 (stereo not given)	-2	4	-4	4	-4	-19	-3	-2
C[C@@H]1CN([C@H](C)CO)C(=O)c2cc(C#CCN(C)C)cnc2O[C@@H]1CN(C)C(=O)CN1CCOCC1	-5	0	4	13	?	-2	1	8
O=C(CSc1ccccc1)Nc1cccc(S(=O)(=O)N2CCCCC2)c1	2	-8	0	2	-6	4	5	-1
COc1cccc(CNC(=O)C[C@@H]2CC[C@H]3[C@H](COc4ccc(NC(=O)c5cccs5)cc4C(=O)N3C)O2)c1	-2	-1	0	19	4	10	5	3
O=[N+]([O-])c1ccc(-c2nnc(-c3ccccc3)c(N3CCOCC3)n2)cc1	-2	2	·	-21	·	·	0	·
Cc1cccc(C(=O)Nc2nnc(S(=O)(=O)N3CCC(C)CC3)s2)c1	1	-1	-2	0	-2	·	-1	1
S=C(NCc1ccccc1)NNc1nc2ccccc2[nH]1	-6	19	13	4	-23	16	·	-20
Cc1cn([C@H]2C[C@H](O)[C@@H](/C=C/C(=O)NCc3ccco3)O2)c(=O)[nH]c1=O	0	-8	0	1	10	1	1	-3
CN1C(=O)[C@@](O)(c2cn(C)c3ccccc23)c2cc(F)ccc21	8	·	·	13	10	6	·	-1

Three of the compounds above, as labelled records.
> CCOn1c(=O)c(-c2ccc(Cl)cc2)[n+]([O-])c2ccccc21
  FN deposition inh = -3; PGC1a acetyl inh = -7; ERAP1 HTS inh = ·; PAX8 reporter = -5; LGR2 antag = ·; EWS-Fli block = ·; PglD DTNB = 4; S100A4 inh HTS = ·
> S=C(NCc1ccccc1)NNc1nc2ccccc2[nH]1
  FN deposition inh = -6; PGC1a acetyl inh = 19; ERAP1 HTS inh = 13; PAX8 reporter = 4; LGR2 antag = -23; EWS-Fli block = 16; PglD DTNB = ·; S100A4 inh HTS = -20
> CN1C(=O)[C@@](O)(c2cn(C)c3ccccc23)c2cc(F)ccc21
  FN deposition inh = 8; PGC1a acetyl inh = ·; ERAP1 HTS inh = ·; PAX8 reporter = 13; LGR2 antag = 10; EWS-Fli block = 6; PglD DTNB = ·; S100A4 inh HTS = -1

From PubChem

Outcome played no part in choosing rows, and some 2.1% of all compounds hit somewhere here.
